PfM18AAP inh = PfM18AAP enzyme inhibition; recombinant PfM18AAP, H-Glu-NHMec fluorogenic cleavage; inhibition, % at 7.35 µM; actives 1.2% (n = 290,000);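 active = inhibition above the campaign mean inhibition over all tested compounds plus 3 SD, cut at about 28% in these data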;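 also: 0% = plate median of test compound wells and 100% = 2 mM ZnCl2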
FID counter = displaces DNA intercalator in HCV helicase counter-screen. DNA fluorescent intercalator displacement, fluorescence. inhibition, % at 7.9 µM. actives 0.17% (n = 290,000); in the data active = inhibition above about 37%;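 also: 0% = vehicle and 100% = reference compound; higher means more ethidium bromide displaced from hairpin DNA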
HCV NS3 hel inh = HCV NS3 helicase inhibition | actives 0.56% (n = 290,000) | inhibition, % at 10.9 µM | NS3 helicase DNA unwinding, Cy5 molecular beacon fluorescence;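 active = inhibition above the mean of all tested compounds plus 3 SD, set per campaign, cut at about 35% in these data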;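 also: 0% = DMSO wells and 100% = thioflavine S control wells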
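Measured by: Cy5 fluorescence, 0 and 60 min reads / Assay system: NS3 helicase fragment of HCV / Control set: low DMSO, high thioflavine S at 110 µM / Times: 1 h reaction at 25 °C, ATP-initiated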
IMP-1 inhibitor = blocks Pseudomonas aeruginosa IMP-1 metallo-beta-lactamase. purified IMP-1, nitrocefin hydrolysis, epi-absorbance fluorescence. inhibition, % at 5.6 µM. actives 0.45% (n = 290,000);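 active = inhibition above the mean plus 3 SD of all compounds in the same screening run, cut at about 4.5% in these data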;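 also: 0% = IMP-1 with DMSO and 100% = DMSO wells lacking enzyme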
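System: Purified IMP-1 | Read-out basis: Percent enzyme inhibition | Controls: IMP-1 with DMSO as 0%, enzyme-free DMSO as 100% | Replicates: One well per compound | Doses: 5.6 µM nominal single concentration | Detection: Epi-absorbance fluorescence, 480 nm excitation, 530 nm emission | Incubation: 25 °C, 15 min preincubation, 25 min reaction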
VIM-2 inhibitor = blocks Pseudomonas aeruginosa VIM-2 metallo-beta-lactamase; inhibition, % at 5.6 µM; actives 0.89% (n = 290,000); purified VIM-2, nitrocefin hydrolysis, epi-absorbance fluorescence;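 active = inhibition above the mean of all tested compounds plus 3 SD, cutoff set per screening run, cut at about 7.5% in these data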;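 also: red hydrolysis product quenches plate fluorescence so inhibitors raise well fluorescence; 0% = enzyme with DMSO and 100% = DMSO without enzyme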
SUMO HTRF inh = blocks human SUMOylation mediated by UBC9; P63279; HTRF SUMOylation assay, SAE1/SAE2 + UBC9, in vitro; inhibition, % at 35 µM; actives 0.36% (n = 290,000); AID 2006; in the data active = inhibition above about 50%, passing the limit was not always enough; also: strong numbers were not always called active
IDE inh = inhibits human insulin-degrading enzyme in HEK cells; actives 0.41% (n = 320,000); FAbetaB cleavage, fluorescence polarization; P14735; inhibition, % at 5.59 µM;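 active = percent inhibition above the average of all tested compounds plus 3 SD, set per screening campaign, cut at about 16% in these data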;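 also: IDE supplied by intact live HEK cells; FP after avidin binding of uncleaved biotin substrate so inhibition keeps polarization high; 0% = DMSO wells and 100% = 60 µM reference IDE inhibitor Ii1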
Target sequence (P14735 whole entry, looked up): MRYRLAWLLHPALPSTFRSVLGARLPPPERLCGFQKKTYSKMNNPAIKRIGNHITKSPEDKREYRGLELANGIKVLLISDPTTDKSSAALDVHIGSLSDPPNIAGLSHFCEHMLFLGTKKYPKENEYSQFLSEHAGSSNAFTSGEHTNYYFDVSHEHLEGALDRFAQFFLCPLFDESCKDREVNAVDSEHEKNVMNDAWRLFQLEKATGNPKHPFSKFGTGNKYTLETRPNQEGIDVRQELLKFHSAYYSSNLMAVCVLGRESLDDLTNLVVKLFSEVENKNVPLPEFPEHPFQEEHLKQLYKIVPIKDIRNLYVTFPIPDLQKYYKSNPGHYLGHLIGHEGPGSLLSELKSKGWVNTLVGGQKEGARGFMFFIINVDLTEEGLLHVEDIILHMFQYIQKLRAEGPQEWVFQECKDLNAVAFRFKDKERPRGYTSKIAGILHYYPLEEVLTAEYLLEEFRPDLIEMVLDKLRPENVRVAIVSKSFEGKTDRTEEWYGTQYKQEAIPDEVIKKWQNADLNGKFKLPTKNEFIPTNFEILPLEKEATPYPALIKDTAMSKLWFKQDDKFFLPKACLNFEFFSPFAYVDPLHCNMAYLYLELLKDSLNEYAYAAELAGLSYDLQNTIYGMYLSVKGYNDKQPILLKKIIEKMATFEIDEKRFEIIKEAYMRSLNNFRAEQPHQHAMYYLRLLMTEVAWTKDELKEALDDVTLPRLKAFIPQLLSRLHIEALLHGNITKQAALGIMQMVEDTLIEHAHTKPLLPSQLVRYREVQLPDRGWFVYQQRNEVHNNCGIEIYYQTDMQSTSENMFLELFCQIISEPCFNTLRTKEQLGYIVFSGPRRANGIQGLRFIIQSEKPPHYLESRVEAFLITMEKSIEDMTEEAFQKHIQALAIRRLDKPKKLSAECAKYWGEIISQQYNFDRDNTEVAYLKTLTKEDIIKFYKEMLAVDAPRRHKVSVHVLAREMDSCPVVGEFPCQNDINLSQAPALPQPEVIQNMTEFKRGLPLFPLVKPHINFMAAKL
p-CIP stab down = compounds decreasing mouse p/CIP protein stability; decrease of EGFP signal, % at 10 µM; Q05BA5; actives 0.01% (n = 290,000); F442A p/CIP-EGFP cells, EGFP fluorescence, 16 h; AID 1984;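 active = EGFP signal decrease of at least 30% at 10 µM or well 3 SD below plate mean, unless failing retest; inactive = the rest, including hits failing retest or dose response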; also: some compounds called inactive have numbers as strong as hits; many of its hits are not listed in these tables
IDE act = boosts human insulin-degrading enzyme activity in HEK cells. activation, % at 5.96 µM. P14735. actives 0.073% (n = 340,000). FAbeta-B cleavage, fluorescence polarization; 0% vehicle, 100% cell-free pure enzyme wells;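 active = activation above the mean of all tested compounds plus 3 SD, set per screening campaign, cut at about 17% in these data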
* = called active by the depositor; · = not tested or not shown.

mol,PfM18AAP inh,FID counter,HCV NS3 hel inh,IMP-1 inhibitor,VIM-2 inhibitor,SUMO HTRF inh,IDE inh,p-CIP stab down,IDE act
C=CCSc1nnc(-c2sc(-c3ccccc3)nc2C)n1C,1,-21,-3,-2.0,-10,17,3,5,-1
CC(C)=CCCC(C)N(C=O)C(C)CCC=C(C)C (stereo unspecified),3,-1,-1,0.3,-2.0,·,5,·,7
CN(C)C(=O)CSCc1c(Cl)cccc1Cl,-10,-8,-1,-1.1,-5.0,0,3,-8,-7
Cc1ccccc1-c1nnc(SCC(=O)NCc2ccc3c(c2)OCO3)n1C,-3,-7,-7,-3.4,-3.3,1,1,-3,8
CCOC(=O)C1(Cc2ccccc2C(F)(F)F)CCN(CCCn2cccn2)CC1,-4,17,-19,-3.2,-2.2,0,7,16,13
Cc1ccc(Cn2c(SCC(C)C)nc3c2c(=O)[nH]c(=O)n3C)cc1,9,-7,-6,-1.2,-2.2,35,2,40,4
CNc1ccc(Oc2nc([N+](=O)[O-])nn2C)cc1,3,-1,3,-2.7,-3.0,19,-1,-1,1
CC(C)(C)NS(=O)(=O)c1ccc(NC(=O)c2cc(-c3ccccc3)nc3ccccc23)cc1,-8,-2,11,-4.4,0.6,-5,-3,-18,0
COc1ccccc1CNC(=O)CCC1N=C2c3ccccc3N=C(SCC(=O)NCC3CCCO3)N2C1=O (stereo unspecified),-1,-37,-8,-2.6,-0.6,2,-4,0,3
CCCCNS(=O)(=O)c1cc2c3c(c1)CCN3C(=O)CC2,4,-18,24,-0.8,-1.3,24,4,-4,7
CC(=O)Nc1ccc(OCCOc2ccc([N+](=O)[O-])cc2)cc1,-9,-5,-2,-2.9,0.8,14,6,-2,3
O=C(Nc1cccc(OCC(=O)N2CCOCC2)c1)c1cccc(Cl)c1,0,-15,1,-2.2,-0.3,8,-1,-2,0
c1ccc(CN2CCN(CCCNc3ccc4nnc(-c5ccccc5)n4n3)CC2)cc1,-3,15,-17,-2.0,62*,-6,7,7,-2
COc1ccc(CCNC(=O)C(=O)NCc2ccccn2)cc1,7,-9,15,-3.7,-3.7,2,3,-8,-4
CC(=O)c1ccc(NC(=O)/C=C/c2ccc(C)cc2)cc1,-7,-5,-8,-0.8,-1.3,9,0,4,-14

Sorted by the number under PfM18AAP inh (highest first): some entries from above
smiles,PfM18AAP inh,HCV NS3 hel inh,IMP-1 inhibitor,VIM-2 inhibitor,SUMO HTRF inh,IDE inh,p-CIP stab down,IDE act
O=C(Nc1cccc(OCC(=O)N2CCOCC2)c1)c1cccc(Cl)c1,0,1,-2.2,-0.3,8,-1,-2,0
COc1ccccc1CNC(=O)CCC1N=C2c3ccccc3N=C(SCC(=O)NCC3CCCO3)N2C1=O (stereo unspecified),-1,-8,-2.6,-0.6,2,-4,0,3
CC(=O)c1ccc(NC(=O)/C=C/c2ccc(C)cc2)cc1,-7,-8,-0.8,-1.3,9,0,4,-14

Carrying on:
mol,PfM18AAP inh,FID counter,HCV NS3 hel inh,IMP-1 inhibitor,VIM-2 inhibitor,SUMO HTRF inh,IDE inh,p-CIP stab down,IDE act
N#Cc1ccc(COC(=O)c2ccc3c(c2)OCO3)cc1,1,-15,1,-2.8,-2.9,2,0,-10,2
COc1cc(NC(=O)COC(C)=O)cc(OC)c1OC,-7,0,-11,-0.2,-0.3,4,5,3,-1
CN1CCN(S(=O)(=O)c2ccc(NC(=S)NC(=O)c3ccccc3)cc2)CC1,2,-3,-4,0.4,34*,1,3,-7,2
Cc1csc2ncc(C(=O)NCc3ccccn3)c(=O)n12,-8,-5,3,-3.7,0.6,-12,1,-10,-5
C=CCOC(=O)C1=C[C@H](c2cn(C(C)=O)c3ccccc23)C[C@H](OCc2ccc(CO)cc2)O1,8,-34,-11,-1.7,-2.1,0,0,-16,3
CCOC(=O)c1sc(Nc2nc3cc4c(cc3s2)OCO4)cc1C,4,-1,4,-1.6,0.0,1,4,-2,2
CC(C)c1ccc(/C=N/Nc2ccc(C(=O)O)cc2)cc1,1,-13,16,-1.5,-2.7,14,0,-6,2
C/C=C\C(=O)Nc1cccc(C2=NOC3(C2)C[C@@H](C(N)=O)N(C(=O)C2(C)CC2)C3)c1 (stereo partly specified),·,·,·,·,·,-5,3,-7,-2
Cc1cc(C)c(S(=O)(=O)N/N=C/c2ccc3c(c2)OCO3)c(C)c1,5,-19,-14,-2.5,-1.1,-10,·,-4,1
O=C(CCc1nc2ccccc2[nH]1)NC1CCCCC1,-6,0,5,-2.8,-1.5,-9,0,-15,-3
O=C(Nc1cccc(C(F)(F)F)c1)c1cc[n+]([O-])cc1,-9,-2,-2,-0.4,-0.6,11,2,-12,2
O=C(O)c1cccc([N+](=O)[O-])c1C(=O)Nc1ccc2ccccc2c1,1,6,-3,0.3,-1.6,4,-1,12,-5
C=CCn1c(=N)n(CC(=O)c2cccc([N+](=O)[O-])c2)c2ccccc21,-14,2,18,-0.7,1.7,15,-3,-3,7
CN(CCOc1ccc(Cl)cc1)CC(=O)Nc1ccc(OC(F)(F)F)cc1,3,2,-47,-1.2,-3.6,-27,1,0,6
Cc1cc(Cl)c(OCCCn2cncn2)c(Br)c1,3,-14,0,-0.8,0.4,-4,3,4,-1
O=C1c2ccccc2-c2c1cccc2C(=O)N1CCN(C(=O)c2ccco2)CC1,-2,-5,12,-2.4,-3.4,-13,6,-3,5
Cc1cccc(N=Nc2cn[nH]c2-c2ccco2)c1,-1,-3,2,-3.3,-0.8,10,1,1,4
COc1ccc(CNC(=S)Nc2cccc(F)c2)cc1,11,0,-6,0.8,1.7,-7,1,-33,4
O=S(=O)(Nc1ccc(Cl)c(C(F)(F)F)c1)c1cnc[nH]1,5,0,2,-3.7,-2.1,13,4,-6,4
COc1ccc(-n2cnnc2SCC(=O)Nc2cc(C)on2)cc1,-1,-3,3,-1.3,-0.7,11,3,4,4
O=S1(=O)CC(O)C(Nc2ccc(Cl)cc2)C1 (stereo unspecified),0,1,0,-2.3,-1.0,-11,5,-33,6
O=C(c1ccco1)N1CCN(Cc2c(Cl)cccc2Cl)CC1,1,-30,3,-2.4,-2.2,9,-3,-5,1
Nc1nc(SCC(=O)N2CCCC2)[nH]c(=O)c1NC(=O)c1cccs1,-2,-14,7,-1.4,-2.6,12,-2,1,5
O=C(Nc1cccc2ncccc12)c1cccnc1,2,2,0,-0.4,-3.5,3,-3,-13,5
Cc1cc(C(=O)Nc2ccccc2Cc2ccccc2)no1,6,-22,14,-1.5,-2.6,-3,-1,-13,7
COc1cc(/C=C(/NC(C)=O)C(=O)O)cc(Cl)c1OCc1ccc(Br)cc1,3,-32,21,-0.6,0.0,19,0,-2,-1
O=C(NCc1cccs1)c1cnc(Cl)c(Cl)c1,3,4,0,-2.1,-2.4,6,-8,-10,2
CCOc1ccc(S(=O)(=O)N2CCC(C(=O)NC3CC3)CC2)cc1Cl,-2,-26,5,-2.6,-3.6,0,0,-9,1
O=C(c1ccccc1F)N(NC(=O)C(O)(c1ccccc1)c1ccccc1)c1ccccc1,1,-3,-9,-4.3,-4.4,12,0,-9,2
CCCn1nc(NC(=O)c2cccs2)c2cc3cc(OC)ccc3nc21,1,-15,26,-3.1,-1.9,-18,5,2,-4
C/C(CC(=O)NC1CCCCC1)=N\NC(=O)c1ccccc1C,-5,-8,4,-2.1,-1.1,12,0,-6,3
Cc1ccc2nsnc2c1NC(=O)CCc1ccccc1,-3,3,-16,0.0,-0.1,11,-2,-1,3
CC(=O)NC(C1C(=O)CC(C)(C)CC1=O)(C(F)(F)F)C(F)(F)F,-7,-1,3,-1.8,-1.2,0,7,-6,2
O=C1N(Cc2cccc(Cl)c2)C[C@@H]2C[C@@H](c3ccsc3)N3CCC[C@@]123,3,-5,1,-1.8,-2.7,14,0,-3,3
O=C(CNC(=O)C1CCCCC1)OCn1nnc2ccccc2c1=O,0,-4,5,0.9,-0.1,0,-1,-9,-10
Cc1[nH]nc(N2CCCCC2)c1[N+](=O)[O-],-2,-7,7,-3.6,-1.4,-4,1,-5,0
O=C(CCC(=O)Nc1ccc(Cl)cc1)N/N=C/c1ccc2c(c1)OCO2,-3,-18,9,-4.5,-3.8,10,10,-1,-2
Cc1nn(-c2ccccc2)c(NC(=O)c2cccs2)c(-c2ccc(Cl)cc2)c1=O,-7,-5,-1,-2.6,-0.2,8,0,16,7
Cc1nc2cc(NCc3cccs3)ccc2n1C,3,-6,5,-2.2,-0.5,16,8,9,3
COc1cccc(-c2nc(CS(=O)(=O)CC(=O)NCCc3ccc(C)cc3)c(C)o2)c1,-3,-49,-5,-4.2,-4.5,12,14,8,-1
COc1ccccc1NC(=O)CS(=O)(=O)c1cn(CC(=O)N(C(C)C)C(C)C)c2ccccc12,6,-51,-3,-3.2,-0.1,-3,5,-8,-1
N#CC1(c2ccccc2)CCCN1C(=O)c1ccccc1Br (stereo unspecified),6,0,-3,-1.6,-0.6,9,0,1,0
CCCCCn1nc(C)c(/C=N/NC(=O)c2ccoc2C)c1C,2,-20,-5,-4.7,-2.5,6,4,-6,-1
S=c1[nH]nc(Cc2cccc3ccccc23)n1-c1ccccc1,3,-25,0,-5.1,-6.5,4,8,-5,1
CCOC(=O)c1ccccc1NC(=O)C1CC(=O)N(C2CCCCC2)C1 (stereo unspecified),2,-46,12,-2.2,-0.7,-8,-1,-8,1
Cc1cc(C(=O)OCn2nnc3ccccc3c2=O)c(C)o1,-1,-10,-2,-2.9,-0.8,-5,-2,0,2
Cn1c(=O)n(C)c2cc(S(=O)(=O)NCCc3ccccc3)ccc21,-10,-8,-10,-2.4,-0.1,25,0,-1,2
CC(C)CC(OC(=O)c1ccc(Cl)nc1)C(=O)NC1CCCC1 (stereo unspecified),-6,-18,-1,-4.7,-2.9,-1,8,8,-2
